# High-throughput results as filed in PubChem.
# Dengue-2 NS5 capping: flavivirus cap methylation enzyme inhibition – biochemical, confirmation dose response, primary screen (AID 588689); Dengue-2 NS5 methyltransferase capping enzyme assay, biochemical; higher % means a stronger effect; inhibition, % at 25 µM; hits with a dose series show IC50 in µM; 340,000 compounds, 0.3% hits; in the data active means a potency from the dose series; inconclusive means inhibition above about 29% without an active follow-up result
# SV40 large T antigen: TAg ATPase/helicase activity blockers – biochemical (AID 1903); inhibition, % at 20 µM, or IC50 in µM where a hit was titrated; SV40 large T antigen ATPase/helicase inhibition assay; higher % means a stronger effect; 310,000 compounds, 0.39% hits; in the data active means a potency from the dose series; inconclusive means inhibition mostly from about 32% at the one dose, without a potency; inactive means the rest, 99 in 100 with inhibition below about 32%; further: strong numbers were not always called active
# West Nile antiviral: West Nile virus antiviral activity, cell-based, CPE readout (AID 1621). West Nile virus-infected cells, CPE inhibition; higher % means a stronger effect. one-dose CPE inhibition, % at 10 µM; IC50 in µM for titrated hits. 290,000 compounds, 0.02% hits; in the data active means a potency from the dose series; inconclusive means CPE inhibition mostly from about 3.7% at the one dose, without a potency; inactive means the rest, 99 in 100 with CPE inhibition below about 2.2%; further: strong numbers were not always called active
# RSV antiviral HEp-2: RSV antiviral activity via CPE protection, HEp-2 cells, primary 10 µM value included (AID 2391) | HEp-2 cells, RSV-induced CPE inhibition; higher % means a stronger effect | CPE inhibition, % at 10 µM, or IC50 in µM where a hit was titrated | 310,000 compounds, 0.13% hits; in the data active means a potency from the dose series; inconclusive means CPE inhibition mostly from about 23% at the one dose, without a potency; inactive means the rest, 99 in 100 with CPE inhibition below about 21%; further: strong numbers were not always called active
# T cell modulator: T cell immune modulation candidate. 2C CD8+ T cell-vesicle binding, flow cytometry; stronger effect = lower value. calls only at 7 µM. 330,000 compounds, 0.068% hits. AID 2052;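 active means response, share of CD8 T cells binding vesicles, and their 90th percentile fluorescence all below set limits, cut at about 80% in these data, passing the limit was not always enough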
#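 incubation = binding step 1.5 h, 37 °C, antibody labelling 20 min, ice | test system = 2C mouse CD8+ T cells | read-out basis = percent CD8+ FL2 mean versus row control | controls = Peptide-free naked vesicles (low) and QL9 vesicles with 0.7% DMSO vehicle (high) | detection = flow cytometry of vesicle-bound cells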
# MgcRacGAP inhibition: MgcRacGAP GTPase-activating activity inhibitors, confirmation, biochemical, ADP Hunter fluorescence. MgcRacGAP-stimulated Rac1 GTP hydrolysis, ADP Hunter fluorescence; higher % means a stronger effect; GST-tagged Rac1 F28L mutant substrate. one-dose inhibition, % at 30 µM; IC50 in µM for titrated hits. 340,000 compounds, 0.6% hits. AID 624330;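 active means first-screen hits whose inhibition reached a set limit at any dose in the follow-up dose series; inconclusive means inhibition above the set first-screen limit but never retested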;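 further: fluorescence reports GDP produced by GAP-driven GTP hydrolysis; strong numbers were not always called active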
# NTR1 ag: NTR1-driven beta-arrestin-GFP spot formation – imaging, U2OS cells, high content, primary screen (AID 493036); 330,000 compounds, 0.17% hits; activation, % at 20 µM; P30989; agonist mode;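 active means activation at or above 40% of the spot to cytoplasm intensity ratio, with at least 20 cells analyzed; inconclusive means wells under 20 cells, flagged as cytotoxic or low count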;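 further: 0% = DMSO without peptide and 100% = 100 nM NTR1 peptide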
# Target sequence (P30989 whole entry, looked up): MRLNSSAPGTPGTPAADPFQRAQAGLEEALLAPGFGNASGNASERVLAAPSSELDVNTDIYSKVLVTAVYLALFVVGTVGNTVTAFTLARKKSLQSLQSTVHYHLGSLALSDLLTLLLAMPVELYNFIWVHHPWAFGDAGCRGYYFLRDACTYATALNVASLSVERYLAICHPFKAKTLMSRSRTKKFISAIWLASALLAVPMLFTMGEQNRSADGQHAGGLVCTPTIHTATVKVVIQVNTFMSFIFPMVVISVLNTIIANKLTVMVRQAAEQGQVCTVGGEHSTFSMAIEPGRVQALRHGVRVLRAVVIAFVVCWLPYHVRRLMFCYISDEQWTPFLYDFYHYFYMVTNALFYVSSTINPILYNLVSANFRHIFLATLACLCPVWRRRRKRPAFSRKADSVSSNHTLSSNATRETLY
# UTI89 phage lysis: inhibition of K1F phage lysis, E. coli UTI89, bacterial capsule biogenesis inhibitors, alamar blue (AID 488966); E. coli UTI89 K1F phage lysis, alamar blue, 2 h; higher % means a stronger effect; inhibition, % at 100 µM; hits with a dose series show IC50 in µM; 340,000 compounds, 0.02% hits;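 active means phage lysis inhibition, versus mean bacterial control, above a set limit; inconclusive means no clear call, values can overlap the other calls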;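 further: capsule biogenesis inhibitors block K1F phage lysis so surviving cells raise fluorescence; higher fluorescence means more inhibition of phage lysis; actives were called in the ten point dose series up to 300 µM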
# PhoP inhibition: inhibitors of PhoP regulon expression, primary screen, Salmonella Typhimurium, GFP reporter (AID 1863). S. Typhimurium PhoP-regulated promoter GFP reporter, 4 h; higher % means a stronger effect. one-dose inhibition, % at 50 µM; IC50 in µM for titrated hits. 300,000 compounds, 0.16% hits;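 active means inhibition over 29.93%, a cutoff 3 SD above the screen mean, later confirmed by dose response; inconclusive means inhibition over 29.93% but no dose response follow-up; inactive means inhibition at most 29.93% or unconfirmed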;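 further: 0% = low Mg2+ inducing control and 100% = high Mg2+ repressing control; strong numbers were not always called active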
# T cell modulator vesicle-bound %: also measured in T cell modulator; calls as there; double positive events, %; measured here: CD8+ vesicle-bound cell fraction;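 binding gate set so that unloaded-vesicle control wells show 10% double positive cells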
# NTR1 ag cell count 20 µM: also measured in NTR1 ag; calls as there; cell count; measured here: cell count, cytotoxicity flag
# Dengue-2 NS5 capping pilot replicate: recorded beside Dengue-2 NS5 capping, whose call it bears; inhibition, %; measured here: pilot screen replicate inhibition
# Numbers without * were called inactive; i = inactive; ? = inconclusive; / = no result given; [ ] = another dose, or the depositor's remark. The order is random; about 1.5% have a hit in one of these screens.
# The opening 5 records (preview)
SMILES,Dengue-2 NS5 capping,SV40 large T antigen,West Nile antiviral,RSV antiviral HEp-2,T cell modulator,T cell modulator vesicle-bound %,MgcRacGAP inhibition,NTR1 ag,NTR1 ag cell count 20 µM,UTI89 phage lysis,PhoP inhibition,others
C=CCOC(=O)C1=C[C@@H](c2coc3ccccc3c2=O)C[C@@H](OCc2ccc(CO)cc2)O1,-5%,9%,-0.2%,3.9%,i,54,11%,1.9,56,0.2%,-1%,
O=C(Nc1ccc(Cl)cc1Cl)c1csc(-c2cccnc2)n1,3%,9%,0.2%,0.0%,i,39,9%,3.3,54,0.4%,1%,
O=C(COC(=O)c1ccc(F)c(S(=O)(=O)N2CCOCC2)c1)NCCc1ccccc1,-7%,14%,/,-0.8%,i,31,0%,0.7,67,-1.3%,3%,
O=C(COc1ccccc1Cl)Nc1cccc(S(=O)(=O)N2CCCC2)c1,2%,/,/,3.2%,i,36,4%,1.7,69,0.8%[50 µM],/,
Cc1ccc(/C=N/Nc2nc(C)cc(C)n2)cc1,3%,1%,0.4%,/,i,36,7%,-0.4,66,1.2%,2%,

# This part in full (from the top)
SMILES,Dengue-2 NS5 capping,SV40 large T antigen,West Nile antiviral,RSV antiviral HEp-2,T cell modulator,T cell modulator vesicle-bound %,MgcRacGAP inhibition,NTR1 ag,NTR1 ag cell count 20 µM,UTI89 phage lysis,PhoP inhibition,others
C=CCOC(=O)C1=C[C@@H](c2coc3ccccc3c2=O)C[C@@H](OCc2ccc(CO)cc2)O1,-5%,9%,-0.2%,3.9%,i,54,11%,1.9,56,0.2%,-1%,
O=C(Nc1ccc(Cl)cc1Cl)c1csc(-c2cccnc2)n1,3%,9%,0.2%,0.0%,i,39,9%,3.3,54,0.4%,1%,
O=C(COC(=O)c1ccc(F)c(S(=O)(=O)N2CCOCC2)c1)NCCc1ccccc1,-7%,14%,/,-0.8%,i,31,0%,0.7,67,-1.3%,3%,
O=C(COc1ccccc1Cl)Nc1cccc(S(=O)(=O)N2CCCC2)c1,2%,/,/,3.2%,i,36,4%,1.7,69,0.8%[50 µM],/,
Cc1ccc(/C=N/Nc2nc(C)cc(C)n2)cc1,3%,1%,0.4%,/,i,36,7%,-0.4,66,1.2%,2%,
Cc1ccc(Nc2nc(Cl)c(C=O)s2)cc1Cl,-71%,7%,-0.5%,46%,i,43,4%,17,43,1.0%,-14%,
Cc1cc(C(=O)O)ccc1-c1ccc(CO)o1,-3%,0%,0.2%,-0.5%,i,15,6%,-0.1,59,0.2%,-4%,
O=C(O)c1cncc(C#CCC2CCCCC2)c1,5%,16%,0.5%,/,i,6,4%,-0.9,68,-0.3%,-4%,
CCn1c(-c2csc3c2CCCC3)n[nH]c1=S,-11%,10%,-0.1%,2.7%,i,44,3%,2.0,42,-0.2%,-5%,
O=S(=O)(NCc1ccccc1)c1ccc(S(=O)(=O)N(Cc2ccccn2)Cc2ccco2)cc1,-4%,0%,-0.6%,-1.0%,i,31,2%,3.8,60,-1.6%,-7%,
COc1cc(Cl)c(C)cc1NC(=O)CCCn1c(=O)oc2ccccc21,-6%,4%,-0.5%,3.5%,i,48,5%,4.7,81,-0.2%[50 µM],-2%,
CCO/C(C)=N/n1c2nc3ccccc3nc2c2c(=O)n(Cc3ccccc3Cl)c(C)nc21,?,1%,-0.2%,12%,i,30,3%,3.2,51,0.1%,-11%,
Cc1nc(Cl)sc1C(=O)Nc1ccc(Cl)cc1,-4%,4%,-0.6%,2.8%,i,66,7%,1.8,63,4.2%[50 µM],-2%,
CC1CCCN(C(=O)/C(=C/c2ccco2)NC(=O)c2ccccc2)C1 (stereo not given),-8%,13%,-0.5%,0.9%,i,22,4%,1.6,59,-0.1%,-5%,
CC(C)Cc1ccc(C(C)C(=O)N2CCOCC2)cc1 (stereo not given),0%,13%,-1.1%,0.9%,i,50,3%,0.2,46,-0.7%,-3%,
COc1ccc(S(=O)(=O)N2CC(C)N(S(=O)(=O)c3ccc(OC)cc3)CC2C)cc1 (stereo not given),/,/,0.2%,-0.3%,i,14,/,5.1,55,/,/,
Cc1ccc(-c2nn(CC(=O)N(C)C)c(=O)c3ccccc23)cc1S(=O)(=O)N(C)C,3%,10%,0.1%,-0.6%,i,37,3%,0.7,53,-0.4%,-4%,
O=C(NC1CCCCCCC1)c1cc(-c2ccccn2)nc2ccccc12,-5%,9%,-1.2%,1.4%,i,28,-1%,0.3,65,0.1%,4%,
CCCC(/C=C/c1ccc(OC(C)=O)cc1)=C1/c2ccccc2C(=O)N1c1ccccc1,7%,/,/,-2.1%,i,44,-3%,6.2,62,0.6%,/,
COc1ccc(/C=C(/NC(=O)c2ccc(C)cc2)C(=O)NCC2CCCO2)cc1 (stereo not given),-7%,9%,-0.2%,1.1%,i,12,-2%,0.4,40,0.5%,-2%,
COc1ccccc1CC1(C)NC(=O)N(CC(=O)N2CC(C)OC(C)C2)C1=O (stereo not given),-9%,11%,-0.1%,0.4%,i,51,2%,-3.8,90,-1.5%,30%,
CC1CCC(NC(=O)COc2ccc(C(=O)c3ccccc3)cc2)CC1 (stereo not given),-8%,6%,-1.8%,3.0%,i,5,-2%,0.4,64,1.6%[50 µM],1%,
CCCn1c(N)c(C(=O)CSc2nnc(-c3c[nH]c4ccccc34)n2C2CC2)c(=O)[nH]c1=O,-11%,/,/,/,i,29,9%,1.0,52,1.0%,/,
CN(CC(=O)Nc1nc2ccccc2s1)S(=O)(=O)c1ccc(Cl)cc1,0%,16%,-1.1%,6.8%,i,24,7%,3.2,72,-0.3%,2%,
Cc1ccccc1N1C(=O)[C@@H]2Cc3ccccc3CN2C1=O,-3%,10%,-0.2%,-0.1%,i,44,9%,-0.9,80,0.7%,-21%,Dengue-2 NS5 capping pilot replicate=-1.7
SMILES,Dengue-2 NS5 capping,SV40 large T antigen,West Nile antiviral,RSV antiviral HEp-2,T cell modulator,T cell modulator vesicle-bound %,MgcRacGAP inhibition,NTR1 ag,NTR1 ag cell count 20 µM,UTI89 phage lysis,PhoP inhibition,others
CCc1cc(=O)oc2cc(OCC(=O)N3CCC[C@H]3C(=O)O)ccc12,-3%,5%,-0.5%,/,i,24,2%,12,87,4.2%,3%,
Cc1cccc2nc(CSc3nc4ccc([N+](=O)[O-])cc4[nH]3)cn12,-8%,19%,-0.9%,4.2%,i,11,7%,4.1,67,2.4%[50 µM],-4%,
COC(CNC(=O)CNC(=S)N(Cc1ccccc1)Cc1cccs1)OC,-4%,9%,-0.1%,-1.7%,i,22,1%,0.7,70,-0.5%,-7%,
Cc1ccc(CNC(=O)C2CCCN2S(=O)(=O)c2ccc(Cl)cc2)cc1 (stereo not given),2%,6%,-1.4%,2.2%,i,17,8%,0.6,69,0.2%,3%,Dengue-2 NS5 capping pilot replicate=3.0
Cc1cccnc1NC(=S)NCCc1ccccc1,-8%,10%,-0.6%,0.1%,i,37,17%,3.1,55,-0.2%,1%,
Cc1ccc(NC(=O)C2COc3ccccc3O2)cc1C (stereo not given),-3%,11%,-0.2%,2.0%,i,17,16%,0.4,64,0.7%,-7%,
CC(C)Sc1nc2c(cnn2-c2ccccc2)c(=O)[nH]1,-2%,13%,0.3%,1.9%,i,40,5%,9.5,88,0.6%,-12%,
O=C(COC(=O)c1cccc(S(=O)(=O)N2CCCCCC2)c1)Nc1ccccc1C(F)(F)F,2%,/,/,1.5%,i,25,3%,-1.6,62,0.8%[50 µM],/,
COC(=O)C1=C(C)N(Cc2ccccc2)C(=NCc2ccccc2)N[C@H]1c1cccc(F)c1,-14%,15%,-1.4%,9.8%,i,30,7%,18,71,-0.9%,-2%,
COC(C[C@@H]1O[C@@H]1[C@H](O)[C@@H](C)OCc1ccccc1)OC,0%,8%,-1.0%,-1.1%,i,12,8%,-0.2,50,2.5%,8%,
O=C(c1cccc([N+](=O)[O-])c1)c1ccc2c(c1)C(=O)NC2=O,/,13%,-0.1%,0.6%,i,50,/,0.5,66,/,-1%,
Cc1ccccc1NC(=O)NCC1CCN(c2ccc(S(=O)(=O)N3CCOCC3)cc2)CC1,6%,10%,-1.1%,12%,i,34,5%,-0.5,62,0.4%,4%,
CCO[C@H]1OC(C(=O)O)=C[C@@H](c2ccccc2)[C@@H]1CCCO,0%,-7%,-0.5%,-0.3%,i,26,9%,5.8,93,0.3%,/,
CCCc1nc(-c2cc3ccccc3[nH]c2=O)no1,-5%,13%,-0.4%,1.1%,i,26,9%,2.3,71,-0.2%,-3%,
CCOc1ccc(N(C(=O)CNC(=O)c2ccco2)C(C(=O)NCC2CCCO2)c2ccccc2)cc1 (stereo not given),-3%,25%,-0.6%,0.0%,i,23,4%,0.2,60,0.0%,-1%,
CN(C)c1ccc(C2C3C(=O)NC(=O)C3ON2c2ccc(Cl)cc2)cc1 (stereo not given),-4%,3%,-0.1%,0.2%,i,64,1%,0.3,57,2.9%,7%,
O=S(=O)(O)c1nc2ccccc2n1Cc1cccc2ccccc12,/,/,-0.1%,0.2%,i,36,/,0.7,47,/,/,
COc1ccc(Cc2nnc(NC(=O)CSc3ccccc3)s2)cc1OC,-1%,5%,-0.2%,2.2%,i,36,11%,-1.3,59,2.2%,-1%,
COCCNC(=O)c1ccc(CS(=O)(=O)c2ccc(C)cc2)o1,-2%,-1%,0.2%,2.8%,i,23,3%,-0.5,76,0.3%,22%,
CC12CCC(C(=O)N3CCCCC3)([C@H](Br)C1=O)C2(C)C (stereo not given in full),-5%,16%,-0.2%,2.0%,i,45,-11%,-0.2,48,-1.4%,-5%,
CN(CC(=O)N1CCN(c2ccc(F)cc2)CC1)S(=O)(=O)c1ccc2c(c1)c(=O)n(C)c(=O)n2C,-5%,6%,-0.7%,0.7%,i,24,12%,1.6,36,0.1%,2%,
Cc1cccc(NC(=O)[C@H](Cc2c[nH]c3ccccc23)NC(=O)[C@@H]2Cc3ccccc3CN2)c1,-4%,2%,?,3.9%,i,23,-1%,-1.3,84,3.9%,8%,
